Compound activity from PubChem.
LYPLA2 inh – counter-screen for PME1 inhibitors: inhibitors of human LYPLA2. hit rate 0.38% among 320,000. O95372. AID 2177. inhibition, % at 5.9 µM. recombinant LYPLA2, FP-Rh probe fluorescence polarization;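 active means inhibition above the screen-wide mean plus 3 SD, limit set per campaign, cut at about 26% in these data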;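 further: 0% = LYPLA2 with DMSO and 100% = wells lacking LYPLA2 enzyme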
Target sequence (O95372 whole entry, looked up): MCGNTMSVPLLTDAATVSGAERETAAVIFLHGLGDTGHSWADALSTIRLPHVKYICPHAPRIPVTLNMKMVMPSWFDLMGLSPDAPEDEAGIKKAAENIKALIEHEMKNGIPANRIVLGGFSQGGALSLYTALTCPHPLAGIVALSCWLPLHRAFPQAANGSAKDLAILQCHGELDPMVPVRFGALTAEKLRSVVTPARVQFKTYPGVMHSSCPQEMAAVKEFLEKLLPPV
PAD4 FP inh – blocks human protein arginine deiminase 4; Q9UM07; recombinant PAD4, RCA probe fluorescence polarization; inhibition, % at 6.36 µM; hit rate 0.41% among 330,000; AID 485272;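 active means percent inhibition above a cutoff equal to the mean of all tested compounds plus 3 SD, cut at about 15% in these data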;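 further: 0% = PAD4 with RCA probe and DMSO and 100% = probe without PAD4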
PAFAH1B3 FP inh – inhibitors of human PAFAH1B3; hit rate 0.28% among 340,000; inhibition, % at 3.39 µM; Q15102; recombinant PAFAH1B3, FP-rhodamine probe, fluorescence polarization;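 active means inhibition above the screen-wide average of all tested compounds plus 3 SD, cut at about 25% in these data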;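 further: 0% = enzyme with DMSO only and 100% = wells lacking PAFAH1B3 protein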
Target sequence (Q15102 whole entry, looked up): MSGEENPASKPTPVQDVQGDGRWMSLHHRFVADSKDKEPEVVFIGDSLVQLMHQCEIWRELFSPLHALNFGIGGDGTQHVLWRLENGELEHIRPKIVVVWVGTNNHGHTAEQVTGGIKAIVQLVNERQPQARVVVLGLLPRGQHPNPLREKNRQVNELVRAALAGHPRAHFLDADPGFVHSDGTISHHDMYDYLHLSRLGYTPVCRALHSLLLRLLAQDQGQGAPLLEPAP
GSTO1 counter – blocks human GSTO1 in RBBP9 counter-screen. P78417. recombinant GSTO1, activity-based probe fluorescence polarization. inhibition, % at 5.96 µM. hit rate 1.1% among 300,000. AID 1974;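 active means inhibition above the campaign mean inhibition plus 3 SD, cut at about 35% in these data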;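 further: 0% = GSTO1-1 with DMSO and 100% = wells lacking GSTO1-1 enzyme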
pPAFAH inh – pPAFAH (human) enzyme inhibition | Q13093 | recombinant pPAFAH, FP-rhodamine probe fluorescence polarization | inhibition, % at 3.39 µM | hit rate 1.5% among 330,000;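 active means inhibition above the mean inhibition across the screen plus 3 SD, cut at about 25% in these data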;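 further: inhibitors block binding of the rhodamine activity-based probe so polarization drops; 0% = enzyme with DMSO and 100% = wells lacking pPAFAH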
Target sequence (Q13093 whole entry, looked up): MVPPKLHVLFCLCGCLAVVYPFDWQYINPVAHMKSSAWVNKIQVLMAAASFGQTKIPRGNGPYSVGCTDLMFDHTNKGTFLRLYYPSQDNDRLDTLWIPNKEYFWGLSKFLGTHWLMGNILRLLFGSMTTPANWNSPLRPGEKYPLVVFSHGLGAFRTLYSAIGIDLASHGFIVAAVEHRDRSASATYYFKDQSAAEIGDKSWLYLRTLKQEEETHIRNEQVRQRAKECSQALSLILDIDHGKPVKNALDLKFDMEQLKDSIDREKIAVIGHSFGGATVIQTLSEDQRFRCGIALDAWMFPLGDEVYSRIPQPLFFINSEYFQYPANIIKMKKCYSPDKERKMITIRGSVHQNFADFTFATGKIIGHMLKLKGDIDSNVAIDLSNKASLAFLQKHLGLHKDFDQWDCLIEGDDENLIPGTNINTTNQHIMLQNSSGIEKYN
PREPL inhibitor – inhibitors of human prolyl oligopeptidase-like enzyme PREPL; hit rate 0.68% among 320,000; recombinant PREPL, fluorescence polarization activity-based probe; inhibition, % at 5.96 µM; AID 2751; Q4J6C6; in the data active means inhibition above about 43%;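 further: 0% = enzyme with DMSO and 100% = wells lacking enzyme; many of its hits are not listed in these tables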
LYPLA1 inh – LYPLA1 (human) inhibition in PME1 counter-screen; recombinant LYPLA1, FP-Rh probe fluorescence polarization; inhibition, % at 5.9 µM; hit rate 0.16% among 320,000;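 active means inhibition above the mean of all tested compounds plus 3 SD, set per campaign, cut at about 14% in these data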;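 further: inhibitors block serine hydrolase probe labeling of LYPLA1 so polarization falls; 0% = enzyme with DMSO and 100% = wells lacking LYPLA1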
PME-1 primary – PME-1 (human) inhibition. Q9Y570. hit rate 0.53% among 320,000. recombinant PME-1, FP-Rh probe fluorescence polarization. AID 2130. inhibition, % at 5.9 µM;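 active means inhibition above the campaign mean of all compounds plus 3 SD, cut at about 26% in these data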;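 further: competitive labeling of PME-1 active site by serine hydrolase directed probe; 0% = PME-1 with DMSO and 100% = wells lacking PME-1 enzyme; inhibitors block probe labeling so polarization falls and inhibition rises; many of its hits are not listed in these tables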
PAFAH1B2 FP inh – blocks human PAF acetylhydrolase 1b catalytic subunit 2; recombinant PAFAH1B2, FP-rhodamine activity probe, fluorescence polarization; inhibition, % at 3.39 µM; hit rate 1.2% among 340,000; AID 492953;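 active means inhibition above the mean of all tested compounds plus 3 SD, cut at about 24% in these data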;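 further: 0% = enzyme with DMSO and 100% = wells lacking PAFAH1B2; many of its hits are not listed in these tables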
Numbers without * were called inactive; . = not tested or not shown. This is a subset; the hit share may differ from the screen's.

SMILES	LYPLA2 inh	PAD4 FP inh	PAFAH1B3 FP inh	GSTO1 counter	pPAFAH inh	PREPL inhibitor	LYPLA1 inh	PME-1 primary	PAFAH1B2 FP inh
O=C(c1ccc(CN2CCOCC2)cc1)N1CCC(Cc2ccccc2)CC1	3	-6	1	1	4	39	0	4	6
COc1ccc(NC(C)=O)cc1S(=O)(=O)Nc1ccccc1C(=O)N1CCCC1	-4	3	3	-1	5	-13	-4	-4	5
CC(Oc1ccc(Cl)cc1Cl)c1nc(-c2ccc(NC(=O)c3cccnc3)cc2)no1 (configuration not stated)	-85	-6	-21	-15	-9	-9	-30	-62	-10
Cc1ccc(N(CC(=O)NCc2ccco2)C(=O)CCC(=O)Nc2nccs2)c(C)c1	1	-3	3	-3	11	-1	-1	-5	6
CCC(C)NC(=O)C1=CCN(S(=O)(=O)c2ccc(C)cc2)CC1 (configuration not stated)	0	-2	0	-1	9	-6	-2	-2	5
O=C(O)c1ccc(-n2cccn2)nc1	5	1	3	1	1	-2	0	-2	5
O=C1C(=O)N(CCCN2CCOCC2)C(c2ccc(F)cc2)/C1=C(\O)c1ccc2c(c1)OCCO2 (configuration not stated)	12	0	1	-3	2	-3	4	-1	4
CC(C)c1cccc(C(C)C)c1OCCCCN1CCCC1	7	-2	6	2	3	-6	-2	0	0
CN(CCCC1CCCC1)C(=O)c1cc(COc2c(F)cccc2F)on1	13	-5	-1	2	11	4	4	6	0
COCCCNC(=S)N1CCCN(c2nc3cc(C)c(C)cc3cc2C#N)CC1	-4	-5	26*	-5	-1	8	-3	9	10
CCCCCNC(=O)c1cccnc1SCC(=O)Nc1ccccc1OC	-3	1	3	-2	2	-3	0	-3	-4
COc1ccc(C)cc1NC(=O)CSc1nnc(-c2ccccn2)n1Cc1ccco1	-7	0	1	2	4	6	-1	0	7

Overlap with the part before: 2 entries; new compounds follow.
SMILES	LYPLA2 inh	PAD4 FP inh	PAFAH1B3 FP inh	GSTO1 counter	pPAFAH inh	PREPL inhibitor	LYPLA1 inh	PME-1 primary	PAFAH1B2 FP inh
CCCCCNC(=O)c1cccnc1SCC(=O)Nc1ccccc1OC	-3	1	3	-2	2	-3	0	-3	-4
COc1ccc(C)cc1NC(=O)CSc1nnc(-c2ccccn2)n1Cc1ccco1	-7	0	1	2	4	6	-1	0	7
COc1cc(C(C)=O)ccc1Oc1cnccn1	0	-5	4	-8	-1	-9	0	-9	7
CCOC(=O)c1ccccc1CN1C(=O)c2ccccc2S1(=O)=O	-6	2	-4	-4	7	0	-3	4	4
NC(=S)N/N=C/c1ccccc1OCc1cccc(Cl)c1	-2	-1	3	0	5	-4	-9	-9	7
C/C(=N\NC(=O)c1cccc(Cl)c1)c1cccc(NC(=O)c2ccco2)c1	2	2	5	4	-1	8	2	-2	2
Cc1ccc(S(=O)(=O)Nc2ccc(-n3cnnn3)cc2)c(C)c1	2	-6	-2	.	-2	0	1	2	7
O=C(c1cccs1)n1cc(C(=S)N2CCOCC2)c2ccccc21	0	1	6	10	2	15	-4	0	6
COc1ccc(CC(=O)Nc2cc(=O)n(C)c(=O)n2C)cc1	0	3	-8	9	-2	12	0	1	1
O=C(O)C1C2C=CC(C2)C1C(=O)NCCc1cccc(Cl)c1 (configuration not stated)	-8	1	1	1	0	-8	-6	2	12
NC(=O)C1CCCN(Cc2c(C(=O)N3CCc4ccccc4C3)nc3ccc(Cl)cn23)C1 (configuration not stated)	0	-1	11	1	1	18	-4	1	5
COc1ccc2[nH]c3c(c2c1)CCN1C(=O)C(CC(=O)NC(C)(C)C)C[C@H](C(=O)N2CCCCC2)[C@@]31C (some centres not stated)	.	3	4	.	7	.	.	.	3
COC(=O)CC1=NN(c2nc3ccccc3s2)C(=O)/C1=C/N(C)C	2	0	6	-3	3	0	2	8	-1
Cn1c(=O)n(Cc2ccccc2Cl)c2ccccc21	3	-5	-1	1	-1	-25	0	-1	3
COCCCN1C(=O)C(=O)/C(=C(/O)c2ccccc2)C1c1ccc(N(C)C)cc1 (configuration not stated)	2	-2	2	-1	7	2	1	-1	3
COC(=O)CSc1cc([N+](=O)[O-])ccc1NC(=O)OC	-8	-5	13	14	-2	12	-2	-9	5
CC(OC(=O)c1snc(C(=O)NC2CCCCC2)c1N)C(=O)NC(C)(C)C (configuration not stated)	-2	-2	0	-7	3	7	-1	-1	5
COc1ccc2[nH]c(C(=O)NCCc3ccccc3)cc2c1	1	2	.	1	3	7	0	4	.
CN1c2ccccc2C(C)(C)C12CCCC(=O)N2 (configuration not stated)	-9	-4	1	-5	3	28	-2	-5	-4
O=C(NCc1cccnc1)C(C(=O)c1ccc(F)cc1)n1ccccc1=O (configuration not stated)	1	0	-3	-2	3	6	-4	3	6
O=C(CSc1nncn1-c1ccccc1)c1c[nH]c2ccccc12	-10	-6	3	-2	-1	18	-3	-3	4
CCCCN(CC)CCNC(=O)c1cn(C)c(=O)c2c1c1ccccc1n2C	3	-4	11	3	4	2	1	2	5
COc1cc(/C=C2/C(=O)NN(c3cccc(C)c3)C2=O)ccc1OC(=O)c1ccco1	9	-7	5	9	13	56*	-1	11	11
O=C(N1CCOCC1)N1CCN(C(c2ccccc2)c2ccccc2)CC1	4	-4	5	3	5	3	-3	6	4
COc1ccc(-c2cc(C(=O)O)c3c(C)nn(-c4ccccn4)c3n2)cc1	-3	3	.	1	0	-1	0	-2	.
CC(C)CC1(C)NC(=O)N(CC(=O)N2C(C)CCCC2C)C1=O (configuration not stated)	5	5	4	.	-1	-2	1	-1	-2
O=C(N/N=C/c1ccoc1)c1ccc(Cl)cc1Cl	-1	1	1	2	3	2	-2	8	2
CCCc1c(C(=O)N/N=C/c2ccc(OCc3ccccc3)c(OC)c2)nnn1-c1nonc1N	-1	4	6	4	-6	18	-4	-13	-1
Cn1c(N)c(C(=O)COC(=O)CN2C(=O)c3ccccc3C2=O)c(=O)n(C)c1=O	2	5	8	7	3	5	1	-2	1
COc1ccccc1-c1nnc(NC(=O)c2cccc(N3C(=O)CCC3=O)c2)o1	0	-3	11	1	10	-4	-8	-1	10
C[C@@H]1CC[C@@]2(O[C@H](CCO)C[C@@H](O)[C@@H]2O)O1	3	2	9	-1	-3	-2	-1	-2	0
COCCCN1CN(S(=O)(=O)c2ccc(C)cc2C)c2nc3ccccc3nc21	6	3	0	5	4	1	-3	10	3
Cc1ccc(S(=O)(=O)NNC(=O)CCCCC(=O)NNS(=O)(=O)c2ccc(C)cc2)cc1	-3	-2	5	2	0	8	1	-2	24
CCOC(=O)C1=NOC(C(=O)NN(C)c2ncc(C(F)(F)F)cc2Cl)C1 (configuration not stated)	7	-1	12	-2	0	5	3	-1	8
O=C(Cc1cn2ccsc2n1)OCc1ccccc1	1	-5	-2	4	-4	9	4	5	3
O=C(COc1ccccc1)NC1CCS(=O)(=O)C1 (configuration not stated)	-1	1	4	10	-1	9	0	-1	-1
COc1ccc(-c2sc3ccccc3c2/C=C/c2ccncc2)cc1	.	-1	-4	.	2	-39	.	.	1
COC(=O)c1cnc[nH]1	5	1	10	1	0	-1	0	-5	-7
Cc1ccc(NC(=S)NC(=O)C2CCCCC2)c(Br)c1	.	-1	0	.	3	6	.	.	-3
CCOCCCNC(=S)N1CCC(NC(=O)C2CCCCC2)CC1	-1	-3	12	5	1	11	4	-2	2
O=C(Nc1ccc(C(F)(F)F)cc1)c1cnc(N2CCN(c3ccccn3)CC2)c2ccccc12	-2	-12	.	11	1	2	0	3	.
CCC(NC(=O)CCc1c(C)c2cc3c4c(oc3cc2oc1=O)CCCC4)C(=O)O (configuration not stated)	-2	0	10	-30	8	19	-7	-2	7
Cc1ccc(-n2c(C)cc(/C=N/Nc3ccc([N+](=O)[O-])cn3)c2C)cc1	-8	-5	4	8	4	21	-4	4	-3
CN(C)/C=C(\C#N)C(=O)N/N=C(\CC(=O)C(F)(F)F)c1ccco1	4	-1	11	3	2	7	-3	3	-4
O=C(O)c1ccc(Cl)cc1Nc1nc2cc(Cl)ccc2o1	4	-4	-1	-2	23	9	10	15	21
CCOC(=O)c1c(N)sc2c(O)c(Br)ccc12	5	-2	9	11	6	7	3	0	3
C=CCSc1ncc(CO)n1Cc1ccccc1	4	-4	1	6	3	16	6	-5	3
COc1ccccc1NC(=O)C(C)OC(=O)CCSc1ccc(F)cc1 (configuration not stated)	1	-1	2	-2	7	1	2	1	3
COc1ccc(-c2csc3ncnc(NCCCO)c23)cc1	-6	2	-3	1	3	-3	-2	-2	-4
CCOC(=O)N1CCN(S(=O)(=O)N2CCCC(C(=O)NCc3ccc(OC)cc3)C2)CC1 (configuration not stated)	-9	-2	5	4	2	2	1	-7	1
CSCCC(NC(=O)c1ccccc1Cl)C(=O)NCC(c1ccco1)N1CCCCC1 (configuration not stated)	1	-1	12	4	0	-3	2	-1	-2
NC(=O)NCc1ccccc1	-2	-1	9	0	4	7	0	1	4
COc1ccc(C(=O)OC(C(=O)c2ccc(C)cc2)c2ccccc2)cc1 (configuration not stated)	-6	5	3	0	2	-2	-4	-3	3
CC1(C)Cc2ccccc2/C(=C/C(=O)N2CCCCCC2)N1	-4	-8	-5	-1	-1	5	-2	0	4
COc1ccc(CN2CCNC(=O)C2CC(=O)NCC2CCOCC2)c(F)c1 (configuration not stated)	6	-2	4	4	0	6	-1	2	1
CCCCCN1CC(=O)N2Cc3[nH]c4ccccc4c3C[C@H]2C1=O	56*	-3	4	-1	7	16	-1	-2	2
O=c1ccc(-c2nc3ccccc3n2Cc2ccccc2Cl)c[nH]1	0	-6	12	-3	5	-8	1	-1	5
CCCn1c(NC(=O)C2CCN(C(=O)c3ccccc3C)CC2)nc2ccccc21	-8	0	-2	0	0	6	-2	5	-1
Cc1cc(C(=O)NCc2cccnc2)cs1	-7	-2	-6	2	7	7	0	-2	3
Cc1cccc(N(C)C(=O)CCS(=O)(=O)c2cccc3nonc23)c1	1	-1	3	4	5	1	4	0	1
Cc1cc(C)cc(NC(=O)CCC(=O)Nc2nnc(C(C)C)s2)c1	-1	3	1	-4	5	10	-1	1	2
C[C@H](CO)N1C[C@H](C)[C@@H](CN(C)S(=O)(=O)c2cn(C)cn2)Oc2ccc(NC(=O)C3CC3)cc2C1=O	.	2	13	.	1	9	.	.	0

(next part)
SMILES	LYPLA2 inh	PAD4 FP inh	PAFAH1B3 FP inh	GSTO1 counter	pPAFAH inh	PREPL inhibitor	LYPLA1 inh	PME-1 primary	PAFAH1B2 FP inh
Fc1ccc(Nc2ccnc(Nc3ccc(F)cc3)n2)cc1	-4	1	6	-7	12	1	-2	6	9
Cc1[nH]c2ccccc2c1C(=O)CN1C(=O)C(=O)N(CCC2=CCCCC2)C1=O	-2	0	1	.	1	6	-3	-4	7
CCOc1ccc(/C=C/C(=O)N2CCOCC2)cc1OC	5	0	-5	1	-3	21	3	-2	2
CSc1cc(/C=N/O)c(SC)s1	-4	4	22	5	1	-4	-3	-3	6
Cc1c(NC(=O)CSc2nnc(-c3cccnc3)n2N)c(=O)n(-c2ccccc2)n1C	0	1	2	.	4	-1	-3	4	3
Cc1ccc(C(=O)NCCN2CCOCC2)cc1C	-1	3	-2	0	3	-8	1	-2	-2
Cc1cc(C(=O)Nn2c(-c3ccncc3)nc3ccccc3c2=O)ccc1[N+](=O)[O-]	1	-1	0	15	-2	5	0	-2	-2
COc1ccccc1-c1ccc2nnc(SC)n2n1	-3	0	2	3	5	-1	-2	0	-1
O=C(NCCN1CCOCC1)c1ccc2c(c1)N(Cc1c(F)cccc1Cl)C(=O)c1ccccc1S2	-2	2	3	3	1	-11	-6	0	3
